From PubChem BioAssay
TRPN1 ag – zebrafish TRPN1 channel agonists, primary screen, cell-based, HEK293, calcium fluorescence; transient receptor potential cation channel N1 (TRPN1/NompC), Danio rerio; HEK293 zebrafish TRPN1-YFP, Fluo-8 calcium fluorescence; 100% = response to 87 µM carbachol; activation, % at 3 µM; 0.18% of 220,000 active; AID 1424, 2008;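 active = activation above its plate's cutoff, the mean activation of test wells on that plate plus 3 SD, cut at about 19% in these data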;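 note: 0% = DMSO alone and 100% = 87 µM carbachol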
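Assay system: Zebrafish TRPN1-YFP in HEK293 cells | Incubation: Dye loading 1 h at 37 °C, then 30 min room temperature | Measured by: Kinetic Fluo-8 fluorescence, ex 470-495, em 515-575 nm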
TRPML3 ag – human TRPML3 channel agonists, primary screen, cell-based, HEK293 TRPML3-YFP, Fluo-8 calcium fluorescence, 3 µM | 100% = the carbachol control signal | AID 1448, 2008 | Mucolipin-3 (Homo sapiens), Q8TDD5 | activation, % at 3 µM | 0.29% of 220,000 active;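 active = activation above its plate's cutoff, the mean activation of the plate's test wells plus 3 SD, cut at about 12% in these data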;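 note: 0% = DMSO only wells and 100% = carbachol wells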
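Material: TRPML3-YFP stable HEK293 cells | Dosing: One concentration, 3 µM nominal, 0.3% DMSO | Timing: 125 s total fluorescence read per well | Technique: Fluo-8 calcium dye fluorescence, ex 470-495, em 515-575 nm | Measure: Percent activation from peak-to-basal fluorescence ratio, scaled between DMSO and carbachol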
TNF necrop inh – inhibitors of TNF-alpha triggered necroptosis, primary screen, cell-based, Jurkat FADD-/-, single concentration | 0.068% of 220,000 active | activation (protection from cell death), % at 10 µM | Jurkat FADD-/- TNF necroptosis rescue, ATP luminescence, 24 h; 0 = TNF only, 100 = no-TNF cells;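 active = activation, meaning protection from cell death, of at least 50% relative to plate controls; inactive = activation below 50%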;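 note: necroptosis triggered by 40 ng/mL TNF-alpha added together with compound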
CHOP inh – inhibitors of CHOP promoter induction, primary screen, cell-based, unfolded protein response, luciferase reporter. CHO-K1 CHOP-promoter luciferase, tunicamycin-induced, 15-18 h. inhibition, % at 10 µM. 3.8% of 220,000 active. AID 2732, 2010;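 active = compounds that reduced the stress-induced luciferase reporter signal by more than about 70% of percent inhibition, limit read from the data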;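 note: 0% = tunicamycin plus vehicle and 100% = wells without tunicamycin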
MDM2 E3 inh – MDM2-luciferase reporter signal enhancers, primary screen, MDM2 E3 ligase inhibitor project, cell-based, luminescence, 1536-well. E3 ubiquitin-protein ligase Mdm2 (Homo sapiens), Q00987. cell-based MDM2 ubiquitination luciferase reporter, 2 h; 0 = plate control, 100 = twice control, blank-subtracted. signal enhancement, % at 5 µM. 0.11% of 210,000 active. AID 1230, 2008;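 active = signal enhancement of 30% or more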;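 note: luminescence tracks abundance of the self-degrading MDM2-luciferase fusion protein; higher signal means inhibition of MDM2 E3 ligase activity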
Target sequence (Q00987 whole entry, looked up, the tested form may be a part): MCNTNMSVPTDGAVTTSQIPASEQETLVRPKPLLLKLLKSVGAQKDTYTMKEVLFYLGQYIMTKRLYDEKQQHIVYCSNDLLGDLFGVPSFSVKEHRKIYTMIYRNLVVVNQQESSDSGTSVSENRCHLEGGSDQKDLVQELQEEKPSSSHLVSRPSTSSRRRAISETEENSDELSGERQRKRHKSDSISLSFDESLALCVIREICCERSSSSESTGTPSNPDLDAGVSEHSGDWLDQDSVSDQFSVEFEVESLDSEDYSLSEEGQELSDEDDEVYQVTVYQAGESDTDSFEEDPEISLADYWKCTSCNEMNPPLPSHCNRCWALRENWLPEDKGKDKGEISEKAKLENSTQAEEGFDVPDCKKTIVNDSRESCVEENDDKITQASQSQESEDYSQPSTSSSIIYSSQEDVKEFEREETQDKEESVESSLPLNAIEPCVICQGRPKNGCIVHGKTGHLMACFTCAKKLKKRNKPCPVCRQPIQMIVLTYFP
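test system = mammalian cells stably expressing self-ubiquitinating, self-degrading MDM2 E3–luciferase fusion | quantity = 2000 cells/well | incubation = cell settling 4 h, compound treatment 2 h, both 37 °C | signal = luminescence with SteadyLite reagent, 15 min at room temperature | evaluation = % enhancement relative to plate controls after blank subtraction | benchmarks = plate controls and plate blanks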
EBV gp42 inh – Epstein-Barr virus gp42 inhibitors, primary screen, biochemical, uHTS, fluorescence polarization | Fluorescence polarization binding assay, mP read-out | inhibition, % (tested at 21.74 µM) | 0.42% of 220,000 active | AID 1085, 2008; in the data active = inhibition above about 50%
Target sequence (Q1HVG2 whole entry, looked up): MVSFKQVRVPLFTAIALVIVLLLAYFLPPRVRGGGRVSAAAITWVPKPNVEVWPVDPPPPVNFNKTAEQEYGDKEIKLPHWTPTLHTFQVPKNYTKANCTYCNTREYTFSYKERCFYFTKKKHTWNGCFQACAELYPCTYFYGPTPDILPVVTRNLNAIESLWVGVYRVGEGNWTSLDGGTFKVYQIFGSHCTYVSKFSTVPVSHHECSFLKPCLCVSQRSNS
Runt-SMMHC FRET – inhibitors of RUNX1 Runt–CBFb-SMMHC binding, primary screen, biochemical, FRET, Cerulean-Runt, Venus-CBFb-SMMHC, uHTS; 0.74% of 220,000 active; inhibition, % at 20 µM; AID 1434, 2008; Cerulean-Runt/Venus-CBFb-SMMHC FRET ratio 530/480, 1 h; Runt-related transcription factor 1 (Homo sapiens) + Core-binding factor subunit beta …;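 active = mean inhibition across duplicate retests at 20 µM reaching about 50%, limit read from the data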;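 note: 0% = DMSO wells and 100% = wells with excess untagged CBFb-SMMHC; inhibitors lower the FRET ratio by blocking Runt binding to CBFb-SMMHC; some results filed as inactive read as strong as hits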
NCF1 inh – p47phox/p22phox peptide binding inhibitors, primary screen, biochemical, uHTS, NADPH oxidase regulatory subunit. Neutrophil cytosol factor 1 (Homo sapiens), P14598. 0.53% of 220,000 active. inhibition, % at 24.7 µM. fluorescence polarization, 2 h;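 active = inhibition above about 30%, limit read from the data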;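 note: 0% = p47phox with labelled peptide and 100% = labelled peptide alone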
Target sequence (P14598 whole entry, looked up): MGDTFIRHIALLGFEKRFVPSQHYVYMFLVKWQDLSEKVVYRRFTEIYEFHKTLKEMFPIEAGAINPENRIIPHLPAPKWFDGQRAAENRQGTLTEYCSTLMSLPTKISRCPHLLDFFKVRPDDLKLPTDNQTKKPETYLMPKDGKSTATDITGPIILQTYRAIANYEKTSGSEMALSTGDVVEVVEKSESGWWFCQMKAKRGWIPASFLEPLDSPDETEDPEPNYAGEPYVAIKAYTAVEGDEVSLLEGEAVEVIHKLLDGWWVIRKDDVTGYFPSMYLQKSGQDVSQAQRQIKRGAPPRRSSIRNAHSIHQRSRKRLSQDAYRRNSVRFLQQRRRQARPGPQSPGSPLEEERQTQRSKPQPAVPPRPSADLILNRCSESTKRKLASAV
PPC-1+TRAIL kill – compounds killing PPC-1 cancer cells with TRAIL present, primary screen, TRAIL potentiator project, ATPLite luminescence, uHTS; PPC-1 cells + TRAIL, ATPLite viability luminescence; cell killing (% activity), % at 4 µM; 0.41% of 220,000 active;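 active = cell killing above 50% in the first pass at 4 µM, then a duplicate retest at 5 µM averaging 50% or more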;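 note: plate controls were cells with TRAIL plus DMSO for no effect and medium-only wells lacking cells for full effect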
Numbers without * were called inactive; . = not tested or not shown.

SMILES	TRPN1 ag	TRPML3 ag	TNF necrop inh	CHOP inh	MDM2 E3 inh	EBV gp42 inh	Runt-SMMHC FRET	NCF1 inh	PPC-1+TRAIL kill
CC(=O)/C(=N/Nc1ccccc1Cl)Sc1nnc(C(O)c2ccccc2)n1-c1ccccc1 (configuration not stated)	-0.6	0.6	1.8	14.2	-9.8	-3.4	0.0	0.4	1.6
CCOC(=O)c1ccc(NC(=S)N(CCN(C)C)Cc2cccs2)cc1	-0.5	-0.1	-0.7	9.3	-1.4	-11.5	4.3	-44.1	-5.4
N#Cc1ccc(OCC(=O)N/N=C2\CCc3ccccc32)cc1	-0.6	0.3	-0.4	16.0	-19.5	1.6	-1.6	6.4	11.9
COc1ccc(-n2c(SCC(=O)Nc3cc(C)on3)nc3ccc(O)cc3c2=O)cc1OC	0.7	0.9	-2.8	27.1	4.3	-5.2	2.0	-4.9	-6.1
Oc1ccc(Br)cc1C=Nc1cccn2cc(-c3ccccc3)nc12	-0.9	-0.7	-9.0	27.9	-4.8	13.5	-22.3	-9.0	7.7
O=C(CSc1nc(O)c(Cc2ccccc2)c(=O)[nH]1)Nc1ccccc1	0.4	-0.1	0.3	-4.3	-16.2	8.1	2.6	-11.5	10.1
Cc1ccccc1C(=O)Oc1ccc(Br)cc1C(=S)N1CCCC1	-0.3	0.6	-4.1	33.7	-0.8	-5.6	-4.3	-9.3	14.7
CNC(=O)c1[nH]cnc1C(=O)Nc1ccccc1C	2.5	0.0	-4.4	34.7	2.8	-4.1	6.1	0.4	19.5
Cc1c(C(=O)O)sc2nc(CSc3nnc(-c4ccc(F)cc4)n3C)[nH]c(=O)c12	1.0	1.1	-0.7	4.1	-3.1	1.9	-26.5	-0.9	7.9
CCOc1ccc(NC(=O)CSc2nc(C)c3c(c2C#N)CCCC3)cc1	0.2	0.0	1.5	18.2	6.3	9.3	-137.6	5.0	22.4
CCOC(=O)CN1C(=O)CSc2ccc(S(=O)(=O)N3CCCC3)cc21	0.9	0.5	1.3	9.5	-7.8	-8.0	-2.0	-10.6	6.4
COc1ccc(S(=O)(=O)N(CC(=O)N2CCN(C)CC2)C2CCCCC2)cc1OC	1.1	0.9	0.1	4.1	-3.3	-12.2	-2.4	-12.4	13.1
Cc1c(C(=O)O)c(-c2ccccc2)nn1-c1ccccc1	0.2	-0.5	-1.7	20.1	-2.3	0.8	-7.9	-3.6	15.1
Cc1cc(-c2n[nH]c(=S)n2-c2ccc(F)cc2)nn1C	0.2	1.2	0.3	37.7	1.6	-13.2	8.6	-8.2	2.4
O=C(Cc1ccccc1)Nc1cccc([N+](=O)[O-])c1	2.1	0.7	37.1	5.6	-9.6	-7.2	0.1	-0.3	8.1
COc1ccc(-c2c(C#N)c(N)nc3c2CCCCCC3)cc1OC	-0.6	0.6	0.7	33.9	-14.1	-1.4	2.4	-2.8	18.4
C(=C\c1ccccc1)/CSc1nc2ncccc2[nH]1	0.4	0.5	-1.2	15.0	-13.7	-7.2	-0.6	-4.3	-4.7
Cn1c(CCN2CCCCCC2)nc2cc(NC(=O)Nc3ccccc3)ccc21	0.2	-0.4	-2.9	-31.4	-2.7	-6.2	-1.9	0.1	0.3
COc1nc2ccc(C)cc2cc1-c1noc(-c2ccccc2)n1	0.1	0.3	-2.5	15.1	-13.5	-19.3	-3.6	-26.6	-22.2
CC1CC(=O)C2=C(C1)Nc1nc3ccccc3n1C2c1cccnc1 (configuration not stated)	1.1	-0.5	0.4	-21.1	-10.3	-3.3	14.1	-4.7	-6.2
CS(=O)(=O)N(CC(=O)Nc1ccccc1C(=O)N1CCCC1)c1ccc2c(c1)OCO2	-0.4	0.8	-0.4	-3.2	-2.2	-8.1	2.0	-8.6	25.3
COc1ccc(C(=O)C2=NN(C(C)=O)CC2c2ccco2)cc1 (configuration not stated)	0.4	0.1	1.1	-0.5	0.8	-8.6	4.6	-6.0	1.6
CCc1ccc(NC(=O)C(=O)N/N=C(\C)CC(=O)NCCOC)cc1	0.6	0.2	0.7	17.3	-20.8	-15.2	2.1	-7.7	0.5
COc1ccc(/C=N/Nc2ncnc3scc(-c4ccccc4)c23)cc1OC	-0.8	0.1	-6.3	-0.7	-12.2	1.4	-8.7	-4.2	22.8
CCOC(=O)c1c(NC(=S)NC(=O)c2ccc(Cn3cc(Cl)cn3)o2)sc2c1CCCCC2	-0.3	0.5	-2.0	61.6	-14.4	-9.9	4.2	0.2	-7.0

Only EBV gp42 inh and MDM2 E3 inh (2 entries from above):
Structure	EBV gp42 inh	MDM2 E3 inh
COc1nc2ccc(C)cc2cc1-c1noc(-c2ccccc2)n1	-19.3	-13.5
CCc1ccc(NC(=O)C(=O)N/N=C(\C)CC(=O)NCCOC)cc1	-15.2	-20.8

(listing goes on)
SMILES	TRPN1 ag	TRPML3 ag	TNF necrop inh	CHOP inh	MDM2 E3 inh	EBV gp42 inh	Runt-SMMHC FRET	NCF1 inh	PPC-1+TRAIL kill
O=C(NCCCN1CCN(c2cccc(Cl)c2)CC1)C1CCC(=O)N1Cc1ccccc1Cl (configuration not stated)	0.1	1.1	-5.6	-13.6	-14.1	-21.8	1.8	-3.8	13.2
Cc1cc(N(C(=O)c2ccco2)C(C(=O)NC2CCCCC2)c2ccccc2)ccc1-n1cnnn1 (configuration not stated)	-1.2	-0.1	-2.6	-4.2	3.3	-0.1	-6.1	-5.7	20.4
Oc1c(C(Nc2cccc(C(F)(F)F)c2)c2ccncc2)ccc2cccnc12 (configuration not stated)	0.7	0.7	-8.7	37.4	-11.4	5.8	0.1	-20.2	20.4
O=C(NCCCN1CCCC1=O)c1ccc(OC(F)(F)F)cc1	-1.5	-0.1	2.2	-18.7	-16.5	-2.6	-1.6	0.3	6.3
O=C(Oc1cccc([N+](=O)[O-])c1)c1cc(-c2ccccc2)nc2ccccc12	2.1	0.2	-11.4	49.2	-3.1	-2.2	-1.8	-11.5	-6.1
CC(=O)NC(Cc1ccc(F)cc1)C(=O)N1CCN(C(=O)NCc2ccccc2)CC1 (configuration not stated)	-0.5	0.6	-1.0	24.8	-5.2	-18.2	-1.4	-5.3	-0.1
CC(C)[C@H](NC(=O)NC1CCCC1)C(=O)O	0.6	0.6	-1.5	12.0	-11.3	-15.6	0.2	-7.4	-6.0
CCn1c(COc2ccc(C)cc2)nnc1SCC(=O)Nc1cc(OC)ccc1OC	-1.2	-1.1	-5.4	7.0	-6.0	-25.2	2.8	-1.3	-7.0
C/C(=N\NC(N)=O)c1ccccc1Cl	-0.2	0.3	1.6	21.6	-26.2	-19.3	-5.8	-6.0	-4.7
S=C(NCc1cccnc1)NCc1cccnc1	0.1	0.4	0.8	-3.4	-6.4	-12.3	0.6	1.9	10.6
C=CCNC(=O)c1cc2c(C(F)(F)F)nn(C)c2s1	1.5	0.8	-2.6	.	-18.2	.	0.1	.	16.0
Cc1ccc(NC(=O)COc2ccc(-n3ccnc3)cc2)cc1Cl	6.6	2.5	-6.9	36.9	-15.2	-14.9	1.9	-14.4	5.0
CCOC(=O)c1cnn(-c2ccccc2)c1NC(=O)c1ccccc1C	-0.3	0.6	1.5	17.1	-9.6	-9.3	-2.9	-10.1	-0.1
O=C(O)CCCCCNc1ncnc2ccc(Br)cc12	-0.2	0.1	1.0	-7.6	2.1	-1.8	-0.6	6.2	10.1
Cc1ccc(-c2cc(C(=O)Nc3cc(C)ccc3C)[nH]n2)c(O)c1	1.8	0.2	1.2	-39.2	.	-16.3	-1.7	-12.2	4.5
COc1ccc(/C=N/N2CCOCC2)cc1O	1.2	1.2	0.2	-26.3	-8.0	4.8	0.9	0.6	6.3
O=C(CCNC(=O)c1ccco1)Nc1ccccc1N1CCOCC1	0.6	0.7	-1.6	-2.8	-2.5	-14.8	0.1	-13.9	.
COc1ccc(CC(=O)Nc2c3c(nn2-c2cccc(C)c2C)CS(=O)(=O)C3)cc1	0.2	0.6	0.5	44.1	-8.2	-10.6	-4.7	-11.0	-2.1
CSCCC(NC(=O)c1ccc([N+](=O)[O-])cc1Cl)C(=O)OCC(=O)NC1CCCC(C)C1C (configuration not stated)	0.3	0.8	0.4	42.5	6.7	10.1	1.9	-8.4	-6.5
CN(C(=O)n1cnc2ccccc21)c1ccccc1	-0.5	-0.5	2.3	11.7	0.3	-7.9	0.4	-8.8	9.1
O=C(c1ccco1)N1CCc2ccccc21	-2.6	-0.3	-1.3	-18.5	-29.5	-8.2	0.8	-5.9	-7.9
CCOC(=O)c1csc(Nc2nc3ccc(F)cc3s2)n1	1.3	0.9	-4.3	41.8	3.7	-27.0	2.2	-30.5	7.1
O=C(O)COc1cccc2nsnc12	2.4	0.8	-0.1	8.7	-10.6	-10.9	-5.9	-15.1	0.3
C=CCn1nnc2sc3c(c2c1=O)CCC(C)C3 (configuration not stated)	-0.7	0.3	2.3	33.1	-17.0	-15.4	-1.5	-17.6	-9.9
COC(=O)C(CCSC)NC(=O)CNS(=O)(=O)c1ccc(Cl)cc1 (configuration not stated)	-0.6	0.7	-3.0	40.2	-1.8	-10.4	-1.1	-9.7	26.6
Clc1c(-c2ccccc2)nnn1-c1ccccc1	-1.0	-0.1	0.8	2.3	-11.6	-10.8	1.6	-9.2	8.7
Cc1ccc(/C=c2\sc3nc(-c4ccco4)nn3c2=O)o1	-0.2	0.5	-0.5	67.1	2.4	11.0	28.6	-79.0	33.4
COc1cccc(C(=O)Nc2ccccc2C(=O)N2CCCC2)c1	-1.0	0.5	1.4	64.0	-12.7	-9.7	-0.1	-15.9	4.5

Of the compounds above, three contain bromine.
SMILES	TRPN1 ag	TRPML3 ag	TNF necrop inh	CHOP inh	MDM2 E3 inh	EBV gp42 inh	Runt-SMMHC FRET	NCF1 inh	PPC-1+TRAIL kill
Oc1ccc(Br)cc1C=Nc1cccn2cc(-c3ccccc3)nc12	-0.9	-0.7	-9.0	27.9	-4.8	13.5	-22.3	-9.0	7.7
Cc1ccccc1C(=O)Oc1ccc(Br)cc1C(=S)N1CCCC1	-0.3	0.6	-4.1	33.7	-0.8	-5.6	-4.3	-9.3	14.7
O=C(O)CCCCCNc1ncnc2ccc(Br)cc12	-0.2	0.1	1.0	-7.6	2.1	-1.8	-0.6	6.2	10.1
